High-throughput results (PubChem BioAssay)
HUVEC prolif 384 – human endothelial cell proliferation inhibition; HUVEC proliferation, CellTiter-Glo luminescence, 72 h; hits give low values; viability, % at 10 µM (by protocol); actives 1.1% (n = 86,000); AID 648;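 active = viability at or below 30%; inactive = viability above 30%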;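 also: 100% = median luminescence of DMSO-only cell control wells on each plate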
hDAT+cocaine – modulates human dopamine transporter uptake under cocaine | Q01959 | LLC-PK1 hDAT cells, [14C]-dopamine uptake with cocaine IC80; actives deviate in either direction | B-score at 10 µM | actives 1.3% (n = 110,000) | AID 449768;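 active = Z score or B-score, a plate-position-corrected score, falls beyond the plate's 99.7% confidence bounds, in either direction; inactive = both scores lie inside the 99.7% bounds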;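 also: scored against the spread of the other compound wells on the same plate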
Target sequence (Q01959 whole entry, looked up): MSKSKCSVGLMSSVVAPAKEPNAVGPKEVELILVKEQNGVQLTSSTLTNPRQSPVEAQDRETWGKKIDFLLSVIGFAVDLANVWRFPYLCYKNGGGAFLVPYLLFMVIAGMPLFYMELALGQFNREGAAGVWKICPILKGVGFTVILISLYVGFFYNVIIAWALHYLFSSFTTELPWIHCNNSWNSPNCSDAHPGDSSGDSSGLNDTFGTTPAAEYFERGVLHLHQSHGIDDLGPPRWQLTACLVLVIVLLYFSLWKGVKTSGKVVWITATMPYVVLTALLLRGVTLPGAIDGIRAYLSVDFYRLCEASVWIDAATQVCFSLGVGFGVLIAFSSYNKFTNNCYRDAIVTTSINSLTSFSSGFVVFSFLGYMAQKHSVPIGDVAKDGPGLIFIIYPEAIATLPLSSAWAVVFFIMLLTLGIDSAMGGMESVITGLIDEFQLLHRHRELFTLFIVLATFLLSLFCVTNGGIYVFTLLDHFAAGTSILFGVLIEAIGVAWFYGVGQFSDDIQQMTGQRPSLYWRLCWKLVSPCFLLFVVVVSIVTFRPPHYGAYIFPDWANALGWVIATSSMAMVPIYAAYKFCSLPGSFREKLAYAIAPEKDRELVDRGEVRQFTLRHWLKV
PostGolgi ctrl – growth of the yeast control strain, post-Golgi counter-screen | efflux-deficient yeast background strain, growth absorbance A615, 16 h | inhibition, % at 10 µM | actives 5% (n = 98,000)
Fibroblast inh – blocks proliferation of human lung fibroblasts; LL 47 human lung fibroblast viability, ATP luminescence; hits give low values; viability, % at 10 µM; actives 1.1% (n = 85,000); AID 719;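 active = viability at or below 50% in the single dose screen; inactive = viability above 50%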;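 also: compound exposure lasted 72 h before the ATP readout; 100% = median luminescence of untreated cell-only wells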
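test system = LL 47 human lung fibroblasts | amount = 1,150 fibroblasts seeded per well | medium = 15% FBS in IMEM | times = overnight cell rest, 72 h compound treatment at 37 °C | measured by = CellTiter-Glo luminescence measuring cellular ATP | read-out = viability percentage against median untreated-cell control | benchmarks = cell-only wells, no compound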
S1P2 blocker – S1P2 (human) receptor antagonism; cell-based S1P2 antagonist assay, inhibition at 5 uM; inhibition, % at 5 µM; actives 0.21% (n = 97,000); AID 736; in the data active = inhibition above about 45%;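 also: CRE beta-lactamase reporter cells expressing human S1P2 stimulated with S1P; 0% = agonist at EC80 alone and 100% = agonist plus reference antagonist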
Target sequence (O95136 whole entry, looked up): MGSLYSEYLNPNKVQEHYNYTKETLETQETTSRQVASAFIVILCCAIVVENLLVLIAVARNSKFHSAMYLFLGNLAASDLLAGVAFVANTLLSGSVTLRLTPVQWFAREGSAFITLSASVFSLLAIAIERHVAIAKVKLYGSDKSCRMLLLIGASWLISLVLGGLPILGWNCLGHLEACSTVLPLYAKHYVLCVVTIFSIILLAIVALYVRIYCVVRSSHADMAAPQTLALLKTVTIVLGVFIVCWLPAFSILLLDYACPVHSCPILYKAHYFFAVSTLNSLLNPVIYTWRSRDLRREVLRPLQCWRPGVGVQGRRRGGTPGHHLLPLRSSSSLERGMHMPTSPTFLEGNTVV
E coli WT exp – E. coli BW25113 growth inhibition, expanded screen; OD600 absorbance; growth inhibition, % at 100 µM; actives 0.15% (n = 98,000);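 active = growth inhibition above about 50% at one test dose, limit read from the data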;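 also: growth measured after 20 h incubation at 37 °C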
H69AR inhibit – growth inhibitors of human H69AR lung tumor cells. H69AR lung tumor viability, ATP luminescence, 72 h; hits give low values. viability, % at 10 µM. actives 6% (n = 85,000). AID 598;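 active = viability at or below 40%; inactive = viability above 40%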;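 also: multidrug resistant small cell line overexpressing MRP-1 efflux transporter; 100% = mean luminescence of untreated control wells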
PostGolgi yeast – growth inhibition of a yeast mutant, post-Golgi transport screen. post-Golgi transport phenotypic cell assay. inhibition, % at 10 µM. actives 0.9% (n = 98,000). AID 739;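 also: yeast cells grown in 1536-well plates; yeast grown about 18 h at 30C before absorbance read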
S1P2 ag – agonists of human S1P2 receptor; O95136; actives 0.46% (n = 97,000); S1P2-expressing cell line, agonist reporter read-out; activation, % at 4.5 µM; AID 729; in the data active = activation above about 16%;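 also: 0% = vehicle low control and 100% = maximal reference agonist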
An asterisk follows results filed as active. Rule as the data show it, unless noted: active = inhibition above about 30%; inactive = the rest.

`CC1=C(C(=O)NCc2ccccc2)C(c2ccccc2OCC(N)=O)NC(=O)N1` (configuration not stated) gave HUVEC prolif 384 96, hDAT+cocaine -1.5, PostGolgi ctrl -4, Fibroblast inh 98, S1P2 blocker 5, E coli WT exp 3, H69AR inhibit 102, PostGolgi yeast -2 and S1P2 ag 0.
Screening Cc1oc2cc(O)ccc2c(=O)c1Oc1ccc2ccccc2c1 returned HUVEC prolif 384 103, hDAT+cocaine 1.5, PostGolgi ctrl 19, Fibroblast inh 104, S1P2 blocker 5, E coli WT exp 2, H69AR inhibit 93, PostGolgi yeast 0 and S1P2 ag -4.
For COC(=O)c1cc(OC)c(OC)cc1NC(=O)c1ccc(C)o1 the results were HUVEC prolif 384 81, hDAT+cocaine 0.32, PostGolgi ctrl 20, Fibroblast inh 104, S1P2 blocker -18, E coli WT exp 4, H69AR inhibit 66, PostGolgi yeast -10 and S1P2 ag 4.
Screening COc1ccc(S(=O)(=O)NCCSCc2ccco2)cc1 returned HUVEC prolif 384 99, hDAT+cocaine 0.58, PostGolgi ctrl 11, Fibroblast inh 102, S1P2 blocker 13, E coli WT exp 5, H69AR inhibit 82, PostGolgi yeast -9 and S1P2 ag -5.
For COc1cccc(CN(CC(=O)NC2CCCC2)C(=O)Cn2nnc(-c3cccs3)n2)c1 the results were HUVEC prolif 384 96, hDAT+cocaine 1.5, PostGolgi ctrl -3, Fibroblast inh 99, S1P2 blocker 2, E coli WT exp -1, H69AR inhibit 79, PostGolgi yeast 1 and S1P2 ag -7.
Screening CCCCCCCCn1cnc2c(N)c(C)c(C)cc21 returned hDAT+cocaine 0.74, PostGolgi ctrl 29, S1P2 blocker 0, E coli WT exp -3, PostGolgi yeast 10 and S1P2 ag -3.
For O=c1oc(-c2cccnc2)nc2ccccc12 the results were HUVEC prolif 384 89, hDAT+cocaine -0.41, PostGolgi ctrl 4, Fibroblast inh 97, S1P2 blocker 17, E coli WT exp 1, H69AR inhibit 87, PostGolgi yeast -4 and S1P2 ag -9.
`Cc1cccc(N2CCN(C(=O)CCCSc3nc4ccccc4[nH]3)CC2)c1C` gave HUVEC prolif 384 75, hDAT+cocaine 1.9, PostGolgi ctrl 39*, Fibroblast inh 98, S1P2 blocker -7, E coli WT exp -10, H69AR inhibit 100, PostGolgi yeast 10 and S1P2 ag -10.
CCOc1ccccc1-n1c(SCC(=O)NC(C)(C)C)nnc1-c1ccoc1C was read as HUVEC prolif 384 94, hDAT+cocaine 0.1, PostGolgi ctrl 9, Fibroblast inh 109, S1P2 blocker 6, E coli WT exp 4, H69AR inhibit 85, PostGolgi yeast 8 and S1P2 ag -4.
For O=C(CSCc1ccccc1)N1CCc2ccccc21 the results were HUVEC prolif 384 75, hDAT+cocaine 1.7, PostGolgi ctrl 7, Fibroblast inh 90, S1P2 blocker 2, E coli WT exp -4, H69AR inhibit 85, PostGolgi yeast -4 and S1P2 ag -4.
Screening Cc1nc(-c2ccccc2)cs1 returned HUVEC prolif 384 89, hDAT+cocaine -1.7, PostGolgi ctrl 4, Fibroblast inh 98, S1P2 blocker -3, E coli WT exp 2, H69AR inhibit 110, PostGolgi yeast -3 and S1P2 ag -4.
`Cc1ccc(CNC(=O)CCS(=O)(=O)c2cc(Br)cc3c2N(C(=O)C2CC2)CC3)o1` gave HUVEC prolif 384 88, hDAT+cocaine -0.25, PostGolgi ctrl 2, Fibroblast inh 98, E coli WT exp 1, H69AR inhibit 93 and PostGolgi yeast -1.
For Cc1cc(/C=C2/NC(=O)NC2=O)c(C)n1-c1sc2c(c1C#N)CCCC2 the results were hDAT+cocaine 0.3, PostGolgi ctrl 5, S1P2 blocker -9, E coli WT exp 1, PostGolgi yeast -19 and S1P2 ag -2.
`C=CCc1cc(OC)ccc1OCCON1C(=O)CCC1=O` gave HUVEC prolif 384 101, hDAT+cocaine 0.76, PostGolgi ctrl 3, Fibroblast inh 97, S1P2 blocker -12, E coli WT exp 5, H69AR inhibit 98, PostGolgi yeast -7 and S1P2 ag 0.
For Cc1ccc(OCC(=O)N2CCN(C3=NS(=O)(=O)c4ccccc43)CC2)cc1 the results were HUVEC prolif 384 87, hDAT+cocaine -0.00038, PostGolgi ctrl 7, Fibroblast inh 94, S1P2 blocker -2, E coli WT exp -5, H69AR inhibit 80, PostGolgi yeast -14 and S1P2 ag -7.
For CCCNS(=O)(=O)c1ccc(OCC(=O)NCCC2=CCCCC2)cc1 the results were HUVEC prolif 384 87, hDAT+cocaine -1.1, PostGolgi ctrl 19, Fibroblast inh 106, S1P2 blocker -13, E coli WT exp -3, H69AR inhibit 105, PostGolgi yeast -4 and S1P2 ag 0.
CCN(CCCNC(=O)C1CCN(S(=O)(=O)c2cnc[nH]2)CC1)c1cccc(C)c1 was read as HUVEC prolif 384 98, hDAT+cocaine -0.0086, PostGolgi ctrl -4, Fibroblast inh 96, S1P2 blocker 24, E coli WT exp 9, H69AR inhibit 90, PostGolgi yeast 12 and S1P2 ag -5.
`CCN=C1SC(CC(=O)NC2CCCCC2)C(=O)N1CC` (configuration not stated) gave HUVEC prolif 384 99, hDAT+cocaine -1.1, PostGolgi ctrl -1, Fibroblast inh 103, S1P2 blocker -10, E coli WT exp 1, H69AR inhibit 99, PostGolgi yeast 11 and S1P2 ag -2.
For N#CCSc1nnc2c(Cl)cc(Cl)cn12 the results were HUVEC prolif 384 101, hDAT+cocaine -0.93, PostGolgi ctrl 16, Fibroblast inh 102, S1P2 blocker 7, E coli WT exp 0, H69AR inhibit 98, PostGolgi yeast 4 and S1P2 ag -5.
Screening CCOC(=O)c1cnc2c(Cl)cc(Cl)cc2c1NCCOCCO returned HUVEC prolif 384 107, hDAT+cocaine 0.96, PostGolgi ctrl 14, Fibroblast inh 93, S1P2 blocker -6, E coli WT exp 3, H69AR inhibit 51, PostGolgi yeast -6 and S1P2 ag 1.

The list goes on; the last two above are carried over.
For N#CCSc1nnc2c(Cl)cc(Cl)cn12 the results were HUVEC prolif 384 101, hDAT+cocaine -0.93, PostGolgi ctrl 16, Fibroblast inh 102, S1P2 blocker 7, E coli WT exp 0, H69AR inhibit 98, PostGolgi yeast 4 and S1P2 ag -5.
Screening CCOC(=O)c1cnc2c(Cl)cc(Cl)cc2c1NCCOCCO returned HUVEC prolif 384 107, hDAT+cocaine 0.96, PostGolgi ctrl 14, Fibroblast inh 93, S1P2 blocker -6, E coli WT exp 3, H69AR inhibit 51, PostGolgi yeast -6 and S1P2 ag 1.
COc1ccc(-c2nc(C#N)c(NCCCn3ccnc3)o2)cc1OC was read as HUVEC prolif 384 106, hDAT+cocaine -1.1, PostGolgi ctrl -5, Fibroblast inh 109, S1P2 blocker -8, E coli WT exp 5, H69AR inhibit 91, PostGolgi yeast 4 and S1P2 ag -6.
Screening Clc1ccc(-c2noc(CSc3nnc(Cc4cccs4)n3-c3ccccc3)n2)cc1 returned HUVEC prolif 384 70, hDAT+cocaine 2.4, PostGolgi ctrl 25, Fibroblast inh 91, S1P2 blocker -19, E coli WT exp -28, H69AR inhibit 68, PostGolgi yeast -6 and S1P2 ag -2.
`CN(C)S(=O)(=O)c1cccc(C(=O)OCC(=O)NCc2ccccc2)c1` gave hDAT+cocaine -0.49, PostGolgi ctrl -2, S1P2 blocker -22, E coli WT exp 1, PostGolgi yeast 8 and S1P2 ag 1.
`Cc1ccc(S(=O)(=O)c2cc3c(=O)n4ccccc4nc3n(CC3CCCO3)c2=N)cc1` (configuration not stated) gave HUVEC prolif 384 93, Fibroblast inh 92, S1P2 blocker -38, H69AR inhibit 80 and S1P2 ag -1.
`CSc1nc(N)nc(SCC(=O)C23CC4CC(CC(C4)C2)C3)c1C#N` gave hDAT+cocaine 0.92, PostGolgi ctrl 60*, S1P2 blocker -9, E coli WT exp -11, PostGolgi yeast 12 and S1P2 ag -2.
Cc1c(N=Cc2ccc(Cl)o2)c(=O)n(-c2ccccc2)n1C was read as hDAT+cocaine -0.23, PostGolgi ctrl 3, S1P2 blocker 18, E coli WT exp 3, PostGolgi yeast 9 and S1P2 ag -5.
Screening Cc1nc(SCC(=O)NCc2ccco2)c2oc3ccccc3c2n1 returned HUVEC prolif 384 101, hDAT+cocaine -0.5, PostGolgi ctrl -3, Fibroblast inh 101, S1P2 blocker -30, E coli WT exp -3, H69AR inhibit 71, PostGolgi yeast -16 and S1P2 ag 0.
`O=C(CN1C(=O)c2cccc3cccc1c23)NCc1ccccn1` gave HUVEC prolif 384 96, hDAT+cocaine 0.95, PostGolgi ctrl -5, Fibroblast inh 99, S1P2 blocker 16, E coli WT exp 2, H69AR inhibit 98, PostGolgi yeast 0 and S1P2 ag -6.
COc1ccc(NC(=O)C2C3C=CC4(CN(Cc5cccnc5)C(=O)C24)O3)c(OC)c1 (configuration not stated) was read as HUVEC prolif 384 103, hDAT+cocaine 0.28, PostGolgi ctrl 6, Fibroblast inh 98, S1P2 blocker -23, E coli WT exp -1, H69AR inhibit 95, PostGolgi yeast -5 and S1P2 ag -3.
For COc1cccc(NC(=O)c2ccc(-n3cccn3)nc2)c1 the results were hDAT+cocaine -1, PostGolgi ctrl -6, S1P2 blocker 21, E coli WT exp -3, PostGolgi yeast 11 and S1P2 ag -3.
Screening O=c1[nH]n(-c2ncnc3c2cnn3-c2ccccc2)c(=O)c2ccccc12 returned HUVEC prolif 384 96, hDAT+cocaine 1.2, PostGolgi ctrl 0, Fibroblast inh 110, E coli WT exp -2, H69AR inhibit 106 and PostGolgi yeast 3.
For Cc1ccc(C2C3=C(CC(C)(C)CC3=O)NC3=C2C(=O)CC(C)(C)C3)o1 the results were HUVEC prolif 384 100, hDAT+cocaine 0.021, PostGolgi ctrl 9, Fibroblast inh 95, S1P2 blocker 12, E coli WT exp 8, H69AR inhibit 67, PostGolgi yeast -3 and S1P2 ag -4.
For Cc1nn(Cc2ccccc2)c(Cl)c1C(=O)OCc1nnc(-c2ccccc2)o1 the results were HUVEC prolif 384 104, hDAT+cocaine 0.54, PostGolgi ctrl 24, Fibroblast inh 96, S1P2 blocker 14, E coli WT exp -22, H69AR inhibit 98, PostGolgi yeast 0 and S1P2 ag -6.
Screening O=C1OC(Nc2ncccn2)c2ccccc21 (configuration not stated) returned HUVEC prolif 384 107, hDAT+cocaine -0.29, PostGolgi ctrl -6, Fibroblast inh 106, S1P2 blocker 0, E coli WT exp 6, H69AR inhibit 99, PostGolgi yeast -2 and S1P2 ag -4.
CC(C)(C)OC(=O)N1CCC[C@H]1c1nnc(SCc2ccccc2Cl)o1 was read as HUVEC prolif 384 96, hDAT+cocaine -0.11, PostGolgi ctrl 11, Fibroblast inh 93, S1P2 blocker -8, E coli WT exp 2, H69AR inhibit 85, PostGolgi yeast 9 and S1P2 ag -1.
`CCOC(=O)CC(=O)CSc1ccc2nnc(-c3ccccc3)n2n1` gave HUVEC prolif 384 83, hDAT+cocaine 0.88, PostGolgi ctrl 6, Fibroblast inh 99, S1P2 blocker -2, E coli WT exp 3, H69AR inhibit 61, PostGolgi yeast 6 and S1P2 ag -6.
COc1ccc(-c2cnc3nc[nH]c(=O)c3n2)cc1 was read as HUVEC prolif 384 104, hDAT+cocaine 1, Fibroblast inh 103, S1P2 blocker -14, H69AR inhibit 97 and S1P2 ag -3.
Screening O=C(NCCCN1CCN(c2ccccc2F)CC1)Nc1ccc(F)cc1 returned HUVEC prolif 384 100, hDAT+cocaine -0.47, PostGolgi ctrl 9, Fibroblast inh 94, S1P2 blocker 17, E coli WT exp 14, H69AR inhibit 93, PostGolgi yeast -3 and S1P2 ag -6.
Screening COc1ccc(-c2csc(Cc3nnc4n3CCCCC4)n2)cc1OC returned HUVEC prolif 384 105, hDAT+cocaine -0.37, PostGolgi ctrl 3, Fibroblast inh 93, S1P2 blocker -24, E coli WT exp 2, H69AR inhibit 86, PostGolgi yeast 4 and S1P2 ag -6.

Rows were taken by chance; 11% or so of the library scored in one or more.
